FLuc modulator: qHTS profiling assay for firefly luciferase inhibitor/activator using purifed enzyme and Km concentrations of substrates (counterscreen for miR-21 project); Luciferin 4-monooxygenase (Photinus pyralis), P08659; purified FLuc, Km substrates, luminescence inhibition; Potency, µM (highest dose often 57.5 µM), for inactives: top-dose activity change, negative = inhibition, hits mostly inhibitors; 6.9% of 360,000 active; AID 588342, 2011; active = well fitted inhibition curve with a large enough effect; inconclusive = small, poorly fitted or top-dose-only effect;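 also: plate controls were vehicle for no effect and reference inhibitor for full effect; nearly all actives have a fitted effect of over 55% in size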
Target sequence (P08659 whole entry, looked up): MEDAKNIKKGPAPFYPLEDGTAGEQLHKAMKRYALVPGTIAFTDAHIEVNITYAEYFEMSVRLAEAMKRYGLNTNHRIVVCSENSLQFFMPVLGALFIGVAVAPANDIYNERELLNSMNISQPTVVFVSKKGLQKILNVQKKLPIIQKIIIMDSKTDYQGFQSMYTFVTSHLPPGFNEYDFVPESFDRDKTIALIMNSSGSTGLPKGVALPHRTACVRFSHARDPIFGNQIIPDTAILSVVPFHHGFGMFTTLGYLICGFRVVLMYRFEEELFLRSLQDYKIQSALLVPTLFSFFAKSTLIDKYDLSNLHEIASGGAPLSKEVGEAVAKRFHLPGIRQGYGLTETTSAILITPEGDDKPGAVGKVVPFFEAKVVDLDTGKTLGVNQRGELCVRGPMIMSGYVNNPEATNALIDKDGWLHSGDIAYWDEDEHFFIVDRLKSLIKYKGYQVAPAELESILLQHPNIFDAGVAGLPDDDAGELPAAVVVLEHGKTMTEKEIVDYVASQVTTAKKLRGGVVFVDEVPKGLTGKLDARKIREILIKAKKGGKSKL
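Purified P. pyralis luciferase, 10 nM final, with Km-level 10 uM D-luciferin and 10 uM ATP in 50 mM Tris acetate pH 7.5, 10 mM Mg acetate, 0.01% Tween-20, 0.05% BSA; 6-point qHTS titration about 60 µM downward; luminescence read.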
Starred values were filed as active, the others as inactive; ? = inconclusive. Potency is read from the fitted curve at half-maximal effect. Not all compounds are listed; rates above refer to the full screens.

mol	FLuc modulator
Cc1ccc(C(=O)N2CCc3cc(CNC(=O)COc4ccccc4)ccc32)cc1	?
CNc1nc2c(c(=O)n(C)c(=O)n2C)n1CC(O)COc1ccc(OC)cc1 (centres undefined)	1%
CCCc1ccc(S(=O)(=O)N2CCC(c3nnc(-c4cccc(C)c4)o3)CC2)cc1	-19%
COC(=O)c1cccc(Cn2nnc3sc4c(c3c2=O)CCC(C(C)(C)C)C4)c1 (centres undefined)	6%
O=C(c1ccc(Cl)cc1)N1CCC(c2ccncc2)CC1	-4%
Cc1ccc(NC(=O)c2ncn(-c3ccccc3)n2)c(Cl)c1	?
CCN1c2ccccc2-c2nc(SCC(=O)Nc3cc(F)ccc3F)ncc2S1(=O)=O	1%
CSc1ncc(C(=O)NCc2ccc(C)cc2)c(C)n1	4%
O=C(c1ccccc1Br)N1CCC(c2nc3ccccc3o2)CC1	-12%
COc1ccc(N2CCN(C(=O)C3CCN(c4nc5ccc(C)cc5[nH]4)CC3)CC2)cc1	-11%
CCOC(=O)c1cc(-c2ccccc2)n(CCCC(=O)Nc2ccc(C)cc2C)c1C	-2%
COc1ccc(-c2nn(-c3ccc(F)cc3F)c3c2cnc2ccc(F)cc23)cc1	0%
COc1cccc2sc(N(Cc3cccnc3)C(=O)Cc3ccccc3)nc12	-12%
COc1ccccc1NC(=O)CSc1nnc2c3ccccc3n(C(C)C)c2n1	-20%
COc1ccccc1-c1nc(CNC(=O)NC2CCCCC2)c(C)o1	0%
CSc1cccc(Nc2cc(C(=O)NCCCN(Cc3ccccc3)C(C)C)c3ccccc3n2)c1	-5%
Cc1cc(C)cc(OCC(=O)Nc2nonc2-c2ccc(Br)cc2)c1	-5%
O=c1oc2ccc3ccccc3c2cc1-c1nnc(Nc2cc(C(F)(F)F)ccc2Cl)s1	0%
COc1ccc2c(c1)Cc1sc(NC(=O)c3cccc(F)c3)nc1-2	-8%
Cc1ccc(Cl)cc1N1CCN(S(=O)(=O)c2ccc3c(c2)CCCN3C(=O)C2CCC2)CC1	0%
Cc1cc(Nc2cccc(C(F)(F)F)c2)nc2ccc(NC(=O)c3ccc(N(C)C)cc3)cc12	0%
CCCC(=O)N1c2ncnn2C2(CCCCC2)[C@@H]2CCCC[C@@H]21	-9%
Cc1cc(C)c(NC(=O)CSc2nc3ccccc3nc2N2CCCCC2)c(C)c1	-3%
COCCNC(=O)CCn1c(=O)c2cc(OC)c(OC)cc2n(CC(=O)Nc2ccccc2OC)c1=O	0%
Cc1c(C(=O)N2CCOCC2)oc2c1-c1nn(CC(=O)NCc3ccccc3)cc1CC2	-3%
COc1ccc2c(c1)c1c(c(=O)n(-c3cccc(C)c3)c(=O)n1CC(=O)Nc1c(C)cc(C)cc1C)n2C	2%
CCCn1c(=N)n(CC(O)COc2ccccc2OC)c2ccccc21 (centres undefined)	0%
CCN(CCCNC(=O)c1ccc(Sc2ccc(Cl)cc2)c(NC(C)=O)c1)c1cccc(C)c1	?
COc1cccc2c1cc1c(=O)n(CC(=O)N3CCN(c4cccc(C(F)(F)F)c4)CC3)nc(C)n12	-5%
Cc1cccc(C(=O)Nc2nnc(S(=O)(=O)N3c4ccccc4CC3C)s2)c1 (centres undefined)	-10%
Cc1ccc2sc(NC(=O)c3ccc4c(c3)OCCO4)nc2c1C	2.7µM*
O=C(CN1C=NS(=O)(=O)c2ccccc21)Nc1ccc(F)cc1	-3%
COc1ccc(C2CC(=O)c3cc(-c4nc(-c5cccc([N+](=O)[O-])c5)cs4)c(=O)n(-c4ccc(OC)cc4)c3C2)cc1 (centres undefined)	1%
Cc1cc(C)cc(NC(=O)NCc2c(-n3cccc3)sc3c2CCCC3)c1	6%
N#Cc1nc(/C=C/c2ccc(F)cc2)oc1NC1CCCCC1	6%
COc1ccc(C)cc1N(CC(=O)N1CCC(C)CC1)S(=O)(=O)c1ccc(C)cc1	-8%
COc1ccc(Br)c2c1-c1nc(NC(=O)c3ccccc3F)sc1C2	-1%
Cc1ccccc1-c1nc2c(c(SCc3cccc(Cl)c3)n1)Cc1c(CO)cnc(C)c1O2	-1%
Cc1ccccc1CNC(=O)Cc1csc2ccccc12	?
COc1ccc(-c2nnc(SCC(=O)Nc3c(C)cccc3C)nc2-c2ccc(OC)cc2)cc1	-2%
CCc1ccccc1NC(=O)N1CC(C)Sc2ccccc21 (centres undefined)	-16%
Cc1ccc2oc(C(=O)N(Cc3ccccc3F)C3CCS(=O)(=O)C3)c(C)c2c1 (centres undefined)	-13%
Cc1ccc(-c2noc(-c3nnn(-c4cccc(C(F)(F)F)c4)c3N)n2)cc1	1%
COc1ccccc1Nc1ncc2c(n1)CCN(Cc1ccc(C)s1)C2	5%
COc1cc(OC)c(NC(=O)c2ccc3nc(C(C)C)oc3c2)cc1Cl	3%
COc1ccc(CNC(=O)c2cc3ccccn3n2)c(OC)c1	-14%
Cc1ccc2nc(Cl)c3cc(C(=O)NC4CCC(C)CC4)sc3c2c1 (centres undefined)	-7%
Cc1nnc(NCc2ccccc2)c2c1nnn2Cc1ccc(F)cc1	-6%
COc1ccc2cc3cc(C(=O)NCCc4ccccc4)sc3nc2c1Cl	-1%
Cc1ccc(Cn2c(C)c(CNC(C)c3ccccc3)c(C(=O)O)c2C)cc1 (centres undefined)	-8%

Following part.
mol	FLuc modulator
COc1ccc(-c2cc(C(=O)Nc3cnn(Cc4ccc(F)cc4)c3)no2)cc1OC	2%
Cn1cnc2c(=O)oc3ccc(S(=O)(=O)Nc4ccc(F)cc4)cc3c21	-7%
CCCCn1cc(S(=O)(=O)c2ccc(CC)cc2)c(=O)c2cc(F)c(N3CCOCC3)cc21	-8%
COc1cccc(OC)c1C(=O)Nc1nnc(C)s1	2%
CCc1cccc(C)c1NC(=O)C1=C(C)C(=O)OC12CCC(C)CC2 (centres undefined)	1%
COc1ccc(C2=CC(c3ccc(F)cc3)n3ncc(C(=O)Nc4ccc(C)cc4)c3N2)cc1 (centres undefined)	1%
Cc1ccc(-c2nc3cccc(C)n3c2Nc2ccc3c(c2)OCCO3)cc1	-11%
CCCc1nn2c(=O)cc(COC(=O)c3cccc(NC(=O)c4ccc(OCC)cc4)c3)nc2s1	?
COc1ccc2c(CNCCc3ccccc3)c(C(=O)O)n(Cc3cccc(F)c3)c2c1	-11%
CCN(Cc1ccccc1)Cc1c(O)ccc2oc(C)c(C(=O)Nc3ccccc3C)c12	-7%
O=S(=O)(NCC(c1ccccc1)N1CCc2ccccc21)c1ccccc1 (centres undefined)	-6%
CC(C)c1ccc(Nc2c(-c3ccc(N4CCOCC4)cc3)nc3ncccn23)cc1	-7%
CC(C)CCNC(=O)c1cnc2sc(N3CCCCC3)nn2c1=O	-2%
CCCc1cnc2c(c1SCC(=O)N1CCC(C)CC1)c(=O)n(C)c(=O)n2C	5%
Cc1ccc(Cn2c(=O)n(Cc3ccccc3)c(=O)c3oc4ccccc4c32)cc1	-8%
CCOC(=O)c1ccc(NC(=O)Cc2noc3ccc(C)cc23)cc1	8.5µM*
COc1ccc(/C=C\C(=O)NC2CC(=O)N(c3ccc(F)cc3)C2)cc1OC (centres undefined)	3%
Cc1ccc(Cl)cc1NC(=O)C1CCC(CNS(=O)(=O)c2cccc3nsnc23)CC1 (centres undefined)	1%
Cc1nn(CC(=O)Nc2ccccc2F)c(=O)c2c(C)n(-c3ccc(Cl)cc3)nc12	-9%
CC1CCN(C(=O)Cn2cc(SCC(=O)NCc3ccccc3Cl)c3ccccc32)CC1	?
CCOc1ccc(C(=O)c2oc3ccccc3c2NC(=O)c2cc(=O)c3ccc(C)cc3o2)cc1	0%
COc1ccc(/C=C(\C#N)c2nc(-c3cc(Cl)ccc3OC)cs2)cc1	-7%
Cc1nc(SCC(=O)N2CCN(c3ccccc3)CC2)[nH]c(=O)c1C	1%
CC1CCCCN1S(=O)(=O)c1ccc(F)c(C(=O)Nc2ccccc2C(F)(F)F)c1 (centres undefined)	-2%
COC(=O)c1ccc(Cn2c(SCc3ccccc3F)nc3ccncc32)cc1	?
Cc1ccc(C)c(N(C)S(=O)(=O)c2ccc3[nH]cc(C(=O)NC4CCCC4)c(=O)c3c2)c1	?
Cc1cccc(-n2c(C)nc3cc(C(=O)NC4CCCCCC4)ccc32)c1	?
COc1ccccc1C(=O)c1c(N)c(-c2nc(-c3ccccc3)cs2)c2ccccn12	-5%
Cc1cccc(-n2cc(-c3ccccc3)nc2SCC(=O)Nc2ccccc2Cl)c1	-7%
CC1CCc2c(sc3nnn(CC(=O)Nc4cccc(C(F)(F)F)c4)c(=O)c23)C1 (centres undefined)	-16%
O=C(Nc1ccc(C(=O)OCc2cc(=O)n3c4c(sc3n2)CCCC4)cc1)c1ccc(F)cc1	2%
COc1ccccc1C(=O)Nc1ccccc1SCc1cc(=O)c2ccccc2[nH]1	0%
CCOC(=O)N1CCc2c(sc3c2c(=O)n(-c2ccccc2)c(=O)n3CC(=O)Nc2ccc(OC)cc2OC)C1	0%
Cc1c(C(=O)Nc2cccc(C(F)(F)F)c2)sc2nc3n(c(=O)c12)CCCC3	?
Cc1ccc(-n2c(=O)c3c(c4cc(C)ccc4n3C)n(CC(=O)NCc3ccccc3Cl)c2=O)cc1	-1%
Cc1ccccc1Nc1sc(C(=O)c2ccc(F)cc2)c(N)c1C(=O)NCCc1ccccc1	-11%
Cc1ccc(N2CCN(C(=O)Cn3ncc4c([nH]c5ccc(C)cc54)c3=O)CC2)c(C)c1	-1%
C=C(C)CSc1nc2sc3c(c2c(=O)n1-c1ccccc1)CCC(C)C3 (centres undefined)	2%
COC(=O)c1c(NC(=O)/C=C/c2ccc(OC)c(OC)c2)sc2c1CCC2	-5%
CCOC(=O)c1[nH]c(C)c(CCC(=O)N2CCN(c3cccc(C)c3C)CC2)c1C	7%
CCOC(=O)c1c(C)oc2nc(C)nc(Nc3cc(C)ccc3OC)c12	0%
Cc1ccc(NC(=O)C2CCCN(c3nnc(C)c4c(C)n(-c5ccccc5)nc34)C2)c(Cl)c1 (centres undefined)	-7%
Cc1c(C)n(Cc2ccc(F)cc2)c2ccc(C(=O)NCc3ccco3)cc12	0%
CSc1ccc(CCNC(=O)c2ccc3c(c2)nc2n3CCOC2)cc1	-18%
O=C(COc1ccc(F)cc1)Nc1cccc(OCc2cc(=O)n3ccccc3n2)c1	-5%
CCn1ccc2cc(S(=O)(=O)N3CCC(C(=O)NCCc4ccccc4)CC3)ccc21	-1%
N#Cc1cccc(NC(=O)Cn2nc(Cc3ccncc3)c3ccccc3c2=O)c1	-6%
CCN(CC)CCNC(=O)c1sc2ncccc2c1-n1cccc1	-2%
CC(C)Oc1ccc(CNC(=O)c2ccc(Cn3c(=O)c4cccn4c4cccnc43)cc2)cc1	-6%
CCOc1ccc(-c2nc(Cn3c(=O)cc(-c4ccccc4)c4c(C)nn(C)c43)c(C)o2)cc1	-4%

In the list so far, these have an NH in an aromatic ring.
mol	FLuc modulator
COc1ccc(N2CCN(C(=O)C3CCN(c4nc5ccc(C)cc5[nH]4)CC3)CC2)cc1	-11%
Cc1nc(SCC(=O)N2CCN(c3ccccc3)CC2)[nH]c(=O)c1C	1%
Cc1ccc(C)c(N(C)S(=O)(=O)c2ccc3[nH]cc(C(=O)NC4CCCC4)c(=O)c3c2)c1	?
COc1ccccc1C(=O)Nc1ccccc1SCc1cc(=O)c2ccccc2[nH]1	0%
Cc1ccc(N2CCN(C(=O)Cn3ncc4c([nH]c5ccc(C)cc54)c3=O)CC2)c(C)c1	-1%
CCOC(=O)c1[nH]c(C)c(CCC(=O)N2CCN(c3cccc(C)c3C)CC2)c1C	7%

Remaining list, next part
mol	FLuc modulator
Cc1c(Cl)ccc2sc(NC(=O)c3ccc(S(=O)(=O)N4CCCc5ccccc54)cc3)nc12	-1%
CCc1ccc(-n2nc(C)c3c(C(=O)Nc4cc(C)ccc4C)cc(C)nc32)cc1	1%
CCN(CC)S(=O)(=O)c1ccc2c(c1)N(CC(=O)NCc1ccc(F)cc1)C(=O)CO2	3%
O=C(Nc1ccc(N2CCOCC2)c(C(=O)O)c1)c1ccc(Br)cc1	-5%
COc1ccccc1NC(=O)Cn1ccn(-c2cc(C)cc(C)c2)c(=O)c1=O	0%
CCOc1cc(CNC(=O)c2ccc3c(c2)NC(=O)C2CCCCN32)cc(OCC)c1OCC (centres undefined)	0%
COc1cccc(CNC(=O)C2CCN(S(=O)(=O)c3ccc4c(c3)CCCN4C(C)=O)CC2)c1	-2%
COc1ccc(CCNC(=O)C(C)n2c(=O)cc(-c3ccccc3)c3c(C)nn(C)c32)cc1OC (centres undefined)	-3%
CCOCCCN(Cc1ccco1)S(=O)(=O)c1cc2c(cc1Cl)NC(=O)CO2	-12%
CC(Sc1nc2c(c(=O)[nH]1)CCCC2)C(=O)Nc1cc(C(F)(F)F)ccc1Cl (centres undefined)	-1%
Cc1ccc(NS(=O)(=O)c2ccc3c(c2)NC(=O)C(C)C(=O)N3)cc1F (centres undefined)	-3%
CCOc1ccccc1NC(=O)c1c(NC(=O)Cc2ccccc2)sc2c1CCCC2	-1%
Cn1nnnc1SCCCNCc1ccccc1OCc1ccc(F)cc1	-6%
